Screening results (PubChem BioAssay)
HSF-1 act – increases HSF-1 driven luciferase reporter signal; NIH3T3-HGL HSF-1 luciferase reporter, MG132, 8 h; 100% = twice DMSO control signal; 300,000 tested, 1.7% active; activation, % at 9 µM; AID 504408;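 active = mean replicate activation of at least 50% with a set share of replicates each reaching 50%; inconclusive = only one of those two conditions met; inactive = mean below 50% and too few replicates reaching it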;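 also: 0% = median of the neutral control wells and 100% = twice that signal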
HSP90 refold inh – inhibitors of HSP90 luciferase refolding in rabbit reticulocyte lysate | 290,000 tested, 0.91% active | luciferase refolding luminescence, 3 h | inhibition, % at 5.6 µM | AID 1789;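 active = inhibition above the screen-wide mean plus 3 SD, computed separately per campaign, cut at about 16% in these data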;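 also: 0% = DMSO wells and 100% = 60 µM geldanamycin wells; inhibitors lower the luminescence because luciferase stays unfolded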
IEC-6 tox – kills IEC-6 intestinal cells in KLF5 counter-screen; IEC-6 cytotoxicity, luminescence viability; inhibition, % at 5 µM; 290,000 tested, 0.78% active; AID 1825; in the data active = inhibition above about 22%;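 also: 0% = plate median of test compound wells and 100% = cytotoxic reference compound wells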
HSF1 inh – HSF1 inhibition | activity change, negative = inhibition, % at 7.5 µM (by protocol) | NIH3T3-HGL HSE-luciferase, MG132-induced, luminescence 8 h; stronger effect = lower value | 300,000 tested, 0.77% active | AID 2098;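 active = more than half of replicate wells show activity change below -50%, luminescence cut by over half; inconclusive = some wells, but at most half, below -50%; inactive = no replicate well below -50%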;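 also: luciferase reports HSF-1 transcriptional activity via heat shock element; 0% = median of DMSO wells and -100% = zero luminescence signal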
AI-2 QS modul – Vibrio harveyi AI-2 quorum sensing modulation; AID 2094; 300,000 tested, 0.4% active; Vibrio harveyi JMH597 AI-2 luminescence/OD600 ratio, 9 h; stronger effect = lower value; strain lacks LuxN and CqsS sensors; 0 = neutral-control median; activity change, % at 7.5 µM; in the data active = activity change below about -75%, passing the limit was not always enough; inconclusive = no clear call, values can overlap the other calls;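 also: luminescence divided by OD600 gain over 9 h not by final OD600 alone; inactives centre near 13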
aSyn UTR inh – 5' untranslated region of α-synuclein, MLPCN primary screen; alpha-synuclein 5'UTR reporter, inhibitor activity; inhibition, % (tested at 7.5 µM); 300,000 tested, 0.82% active; in the data active = inhibition above about 60%; inconclusive = no clear call, values can overlap the other calls;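 also: H4 neuroglioblastoma cells stably carrying SNCA 5'UTR luciferase fusion; 0% = DMSO wells and 100% = positive control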
KLF5 inhibitor – suppresses KLF5 promoter-driven expression. DLD-1 KLF5 promoter-luciferase reporter, luminescence. inhibition, % at 5 µM. 290,000 tested, 0.23% active;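 active = inhibition above a per-plate limit of that plate's mean compound inhibition plus 3 SD, cut at about 60% in these data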;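 also: 0% = DMSO wells and 100% = LY294002 at 200 µM; higher means less KLF5 promoter-driven luciferase light; inactives centre near -14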
HDAC3 inh – inhibitors of human histone deacetylase 3; O15379; recombinant HDAC3, fluorogenic peptide/trypsin coupled, fluorescence; inhibition, % at 8.3 µM; 320,000 tested, 0.15% active; in the data active = inhibition above about 26%, passing the limit was not always enough; inconclusive = no clear call, values can overlap the other calls
Target sequence (O15379 whole entry, looked up): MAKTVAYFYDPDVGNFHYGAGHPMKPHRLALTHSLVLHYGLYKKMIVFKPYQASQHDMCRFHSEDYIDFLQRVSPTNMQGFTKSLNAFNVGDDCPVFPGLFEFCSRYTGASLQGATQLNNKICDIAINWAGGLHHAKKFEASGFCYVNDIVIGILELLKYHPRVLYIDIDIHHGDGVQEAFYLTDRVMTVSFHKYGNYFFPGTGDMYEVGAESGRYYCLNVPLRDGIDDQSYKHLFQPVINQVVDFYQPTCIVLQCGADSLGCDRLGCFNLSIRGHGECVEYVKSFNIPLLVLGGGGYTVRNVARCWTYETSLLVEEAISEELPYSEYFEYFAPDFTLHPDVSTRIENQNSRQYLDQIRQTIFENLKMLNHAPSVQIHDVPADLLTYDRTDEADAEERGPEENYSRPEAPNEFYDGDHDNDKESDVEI
Platelet DG rel – platelet dense granule release activity; human platelet-rich plasma, SFLLRN dense granule ATP release, luminescence; inhibition, %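 (compounds screened at 7.5 µM in platelet-rich plasma)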; 300,000 tested, 0.22% active; AID 1663;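 active = mean replicate score, as percent of positive control, at or above 50; inconclusive = mean below 50 but at least one replicate at or above 50; inactive = mean and every replicate below 50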
HIF act – HIF pathway transcriptional activation; AID 1910; activation, % at 7.5 µM (by protocol); U2OS HRE-luciferase reporter, luminescence; normalized: DMSO 0%, desferrioxamine 100%; 300,000 tested, 0.32% active;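 active = mean activation of at least 10% of the iron chelator positive control signal, with at least half of replicates also reaching 10%; inconclusive = mean and replicate majority disagree about reaching 10%; inactive = mean and most replicates under 10%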
* marks the source's active call; other numbers are inactive results; ? = inconclusive; · = no result given.

SMILES	HSF-1 act	HSP90 refold inh	IEC-6 tox	HSF1 inh	AI-2 QS modul	aSyn UTR inh	KLF5 inhibitor	HDAC3 inh	Platelet DG rel	HIF act
O=C(NCCN1CCOCC1)c1ccc(-c2ccccc2)cc1	14.1	-0.5	-2.1	-2.3	18.3	-14.3	-3.2	-1.4	7.2	1.1
COCCn1c(C)cc(C(=O)COc2ccc(C)nc2[N+](=O)[O-])c1C	-33.1	4.0	-9.4	-32.7	16.1	19.9	-6.4	-1.4	-5.4	-1.8
CCc1ccc(NC(=O)C/C(C)=N/NC(=O)COc2ccc(C)cc2Br)cc1	58.6*	2.5	-4.1	39.8	11.8	-17.4	-8.2	-4.5	-24.2	0.1
CCCCCn1c(=O)[nH]c2c(c1=O)CCC2	27.3	-0.1	0.9	2.5	31.8	4.0	18.8	-6.9	-5.3	-26.1
CCC(=O)Nc1c(C(=O)Nc2ccc3c(c2)OCCO3)oc2ccccc12	12.7	0.5	1.5	9.4	41.0	-142.9	-205.8	-6.0	-2.7	4.1
CCOC(=O)N1CCN(C(=O)Nc2cccc(Cl)c2)CC1	14.6	-0.5	-6.9	-7.8	8.7	16.2	-33.1	-1.0	-4.4	0.0
CCCc1ccc2oc(C(=O)N3CCC(COC)C3)c(C)c2c1 (stereo unspecified)	60.9*	-4.4	-4.5	32.6	-5.9	-112.6	-181.1	3.4	1.1	-0.7
CNC(=O)C(=O)NCCC1CCCCN1S(=O)(=O)c1cccs1 (stereo unspecified)	-7.0	·	·	-0.1	9.6	4.5	·	·	-1.8	-0.1
O=C(NCCCn1ccnc1)c1noc2c1CCCC2	30.9	3.4	1.9	7.9	20.5	-19.1	-11.9	-1.7	-3.3	-0.3
COc1ccc(-c2nnc(COc3ccc(Br)cc3C)o2)cc1	21.4	·	·	-1.7	-7.8	-2.1	·	-0.5	-2.4	0.2
CNc1nc(NN)nc(Nc2ccccc2)n1	-2.6	-4.1	4.2	-0.9	-2.0	5.6	-37.8	0.8	1.4	0.4
COCc1nnc(NS(=O)(=O)c2ccc([N+](=O)[O-])cc2)s1	-9.5	1.6	2.7	-3.5	27.8	-15.6	-40.8	?	-0.3	-0.6
COCCNC(=O)C1CC(c2ccccc2C(F)(F)F)=NO1 (stereo unspecified)	-10.4	·	·	-3.3	4.2	-14.7	·	-5.6	-2.5	-1.2
O=C(c1cnn2c1NC(c1ccco1)CC2C(F)(F)F)N1CCN(c2cccc(Cl)c2)CC1 (stereo unspecified)	23.2	-4.8	3.9	8.3	13.7	-70.7	-25.3	0.1	3.2	0.6
CN(C)c1ccc(/C=C2\SC(=O)N(CC(O)Cn3c4ccccc4c4ccccc43)C2=O)cc1 (stereo unspecified)	-7.7	1.7	-2.0	1.6	40.8	5.0	9.4	-3.5	13.7	0.4
CCN(CC)S(=O)(=O)c1ccc2c(c1)N(CC(=O)N(CCc1ccncc1)C(C)C)C(=O)CO2	24.7	4.8	6.7	2.0	4.7	3.3	-2.4	-5.5	1.2	0.6
CC1CN(C(=O)COC(=O)c2cc(S(N)(=O)=O)c(Cl)cc2Cl)CC(C)O1 (stereo unspecified)	19.7	3.2	-1.6	-6.4	19.7	7.0	-34.9	0.1	4.5	-0.1
CCOc1ccccc1Nc1nc(-c2sc(C)nc2C)cs1	7.6	5.4	3.6	6.9	17.0	-21.9	-53.2	7.9	2.0	2.9
COc1ccc(CNS(=O)(=O)CCNC(=O)c2cccc(OC)c2)cc1	-2.6	·	·	3.6	10.6	8.1	·	2.0	0.4	-1.3
CN(C)/C=C(\C(=O)c1ccc(F)cc1F)c1nnnn1-c1ccccc1	49.7	0.6	-5.5	14.8	19.7	12.0	1.1	0.1	-4.3	-0.4
O=C(CSc1nc2ccccc2[nH]1)NC1CCCc2ccccc21 (stereo unspecified)	-13.9	5.9	1.5	3.6	12.9	21.8	-36.6	-0.4	5.8	-0.7
COc1ccc(NC(=O)c2cc(-c3cc(C)c(C)cc3O)n[nH]2)c(OC)c1	6.1	-9.7	-4.9	11.2	0.7	-36.6	-53.2	-10.1	-2.8	-0.3
Cc1ccc(C(=O)NCC(=O)NC2CCCCCC2)cc1	4.4	-2.4	-3.6	4.0	9.0	-3.2	-33.7	0.7	-7.8	-29.4
Cc1ccc(OCC(=O)NC2CCCC2)c(C)c1	5.4	0.9	3.7	6.2	4.9	-66.6	-50.4	3.9	-3.8	1.4
Cc1cc(NS(=O)(=O)c2ccc(NC(=O)CSc3nc4ncc(Cl)cc4[nH]3)cc2)nc(C)n1	-18.4	-2.5	-3.6	-14.1	28.2	6.1	-8.2	5.4	-1.4	-0.4
CC(=O)Nc1ccc(NC(=O)CSc2nc(C)nc3sc(C)c(C)c23)cc1	-1.7	-2.2	-3.6	-2.3	26.7	-5.8	5.6	-0.5	1.7	0.4
Cc1ccc(S(=O)(=O)Nc2ccccc2C(=O)Nc2sccc2C(=O)NN(C)C)cc1	20.3	-5.3	-9.2	1.7	28.9	-5.3	-25.1	-7.9	0.4	0.5
O=C(NCc1ccc2c(c1)OCO2)c1ccc2snnc2c1	-13.5	-0.7	1.2	-3.9	9.4	-15.7	-10.4	6.3	4.9	0.0
Cc1cc(NC(=O)c2cnn3c(C(F)(F)F)cc(-c4ccc(Br)cc4)nc23)no1	-5.3	7.1	5.0	-0.8	33.8	6.0	-9.6	-1.4	0.1	0.2
Cc1ccc(C)c(Cn2nnc(C(=O)Nc3ccc4c(c3)OCCO4)c2N)c1	22.5	·	·	15.0	14.8	-106.5	·	9.5	4.8	2.4
Cc1cc(NC(=O)c2cccc3ccccc23)cc(C)c1OCC(=O)N1CCOCC1	11.8	-1.3	-1.9	-4.0	5.7	-22.1	-28.3	5.0	-3.2	-0.1
COC(=O)c1sc(NC(=O)c2ccncc2)nc1C	-8.5	11.2	-6.4	-2.2	12.4	-27.3	-26.4	-0.8	16.6	-22.9
O=C(Nc1ccc(C(=O)NN2C(=O)c3ccccc3C2=O)cc1)c1ccccc1	5.2	-1.4	0.2	-6.1	15.0	-2.5	-11.1	3.6	1.2	-0.3
COC(=O)[C@@]1(Cc2ccc(F)cc2)[C@H]2c3cc(C(=O)N(C)C)n(CCc4ccccn4)c3C[C@H]2CN1C(=O)c1ccccc1	-2.7	-0.4	2.5	7.4	5.9	-1.0	-8.0	0.9	-3.7	0.1
Cc1cc(C)c(C#N)c(SCc2cn3ccccc3n2)n1	?	5.1	-0.3	15.2	23.1	-87.5	-51.0	4.3	-12.8	2.1
CC1Cc2ccccc2N1CC(=O)Nc1ccc2c(c1)OC(F)(F)O2 (stereo unspecified)	-35.8	2.7	0.1	-34.1	25.0	0.0	-1.8	9.8	1.1	-0.1
Cn1c(SCC(=O)Nc2cccc3ccccc23)nc(O)cc1=O	-0.1	-0.7	-1.4	1.2	24.9	-9.9	-11.8	3.8	9.2	0.8
CCCC(=O)c1cc2c(cc1NC(=O)c1ccccc1F)OCCO2	-3.3	1.5	-1.9	-2.3	29.8	37.5	-17.9	-1.2	2.6	-3.3
CCN(CC)CCC(O)(c1ccccc1)C1CCCCC1 (stereo unspecified)	12.3	-1.5	0.7	5.4	12.8	-16.0	-33.5	-2.9	9.6	1.3
Cc1ccc(CNC(=O)c2ccc(COc3ccccc3)cc2)cc1	3.9	-1.1	-1.8	-0.4	35.2	10.1	-8.7	5.9	-0.7	0.3
CCCCNC(=O)NC12CC3CC(CC(C3)C1)C2	13.4	-1.4	-0.1	-4.2	14.4	-12.2	-6.7	-2.5	10.7	-0.1
COc1ccc(-c2cc3cc(OC)c(OC)cc3c(C)n2)cc1	3.6	0.9	5.0	9.0	22.2	-105.4	-71.7	-20.0	1.8	1.7
Cc1cc(C)cc(N2C(=O)C3C4C=CC(C4)C3C2=O)c1 (stereo unspecified)	26.5	-2.1	4.0	-3.5	9.5	-8.5	-2.8	-2.6	-6.0	-1.1
O=C(COc1ccc2ccccc2c1)N[C@@H](C(=O)O)c1ccc(O)cc1	6.9	7.9	-1.2	1.8	8.9	16.0	-2.1	-2.6	3.3	-23.8
O=C(COC(=O)/C=C/c1ccc(Cl)cc1)NCCC1=CCCCC1	6.0	1.5	-3.8	-2.0	22.9	11.0	-27.6	-2.5	-6.8	0.3
CN(C)c1ccc(/C=C/c2ccc3ccccc3n2)cc1	-87.2	83.6*	21.1	-84.9*	0.3	89.1*	104.5*	-3.5	97.4*	-4.1
Cn1cc(C=C2C(=O)OC3(CCCCC3)OC2=O)c2ccccc21	-1.2	-3.6	0.8	-11.4	17.3	2.0	-21.6	12.7	12.1	-0.9
COc1ccccc1OCCn1c(=O)sc2ccccc21	10.1	3.4	8.9	2.2	44.1	-12.8	-37.8	0.5	2.1	0.3
O=C(c1ccccc1F)N(Cc1ccc2c(c1)OCO2)Cc1cc2cc3c(cc2n2nnnc12)OCO3	9.2	-3.6	1.3	4.0	18.6	-5.7	7.1	0.4	-1.5	-0.1
COc1ccc(Cl)cc1C(=O)NCCCn1ccnc1	-6.0	-2.0	4.7	-8.8	8.5	10.6	-18.3	-2.4	-2.4	-10.4
Additional records follow:
SMILES	HSF-1 act	HSP90 refold inh	IEC-6 tox	HSF1 inh	AI-2 QS modul	aSyn UTR inh	KLF5 inhibitor	HDAC3 inh	Platelet DG rel	HIF act
N#CCCN(C(=O)COC(=O)CCc1c[nH]c2ccccc12)c1ccccc1	-41.3	·	·	-22.0	3.1	-11.7	·	·	-14.2	0.3
Oc1ccc(Cl)cc1-c1cc(-c2ccco2)[nH]n1	139.8*	-1.3	-9.4	77.4	26.2	-35.4	8.8	1.9	-4.5	1.4
Cc1oc2c(C)c3oc(=O)c(CCC(=O)O)c(C)c3cc2c1-c1ccccc1	4.0	1.7	1.9	-2.5	25.2	1.4	-21.1	0.3	-9.4	0.5
O=C(C[n+]1ccccc1)Nc1ccccc1[N+](=O)[O-]	5.9	-4.4	-5.9	0.2	14.1	4.1	4.0	-0.5	-0.6	-8.7
CC(C)C1Cc2c(sc3c2c(=O)n(-c2ccccc2)c2n[nH]c(=S)n32)CO1 (stereo unspecified)	-1.4	6.7	3.5	-0.9	18.6	10.5	-14.1	-1.6	0.8	-0.2
CCOc1ccccc1CNC(=O)c1ccc2nc(N3CCOCC3)sc2c1	-1.5	-1.4	-6.5	0.9	31.6	11.7	5.2	14.6	0.7	0.0
CSCC[C@H](NC(=O)CCNC(C)=O)c1nc2ccccc2[nH]1	10.5	-3.2	6.3	-1.5	34.0	-19.6	-13.4	-2.2	-17.9	0.6
OCC1(Cc2cccc(C(F)(F)F)c2)CCN(Cc2cc(F)cc(F)c2)CC1	2.8	-3.5	-1.6	-2.3	19.0	2.6	-33.0	3.7	-12.0	-1.1
CC(C)(C)C(=O)NNc1nc(-c2ccccc2)c2cc(Br)ccc2n1	18.1	2.9	-0.3	5.4	6.3	2.7	13.7	?	-7.2	0.2
O=CN1CCN(C(=O)C(=O)c2cn(CC(=O)N3CCCCC3)c3ccccc23)CC1	9.2	0.7	-0.8	-1.8	11.9	-1.5	-20.0	2.8	-0.8	0.3
